# RGS7-Gao reg – human RGS7-Galphao interaction regulation; AID 1439; P09471; Multiplexed bead flow cytometry, RGS7-Galphao binding; actives lie on both sides; 220,000 compounds, 0.35% hits; binding response (% of control), % at 10 µM; in the data active means binding response below about 49% or above about 150%; inconclusive means no clear call, values can overlap the other calls; inactive means in between;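 further: fluorescent Galphao held in activated GDP-AlF4 state binding bead-coupled RGS7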
# Bim-Bfl-1 – disrupts Bim binding to human Bfl-1 | 190,000 compounds, 0.12% hits | inhibition, % at 10 µM | Bead-based flow cytometry, Bim-Bfl-1 binding inhibition | AID 1008 | Q16548;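 further: 0% = wells without compound plus tracer and 100% = blocker peptide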
# GSH fluor – GSH bead compound fluorescence profile. fluorescence (KMESF) at 10 µM. 190,000 compounds, 0.25% hits. GSH beads flow cytometry, compound fluorescence 488/530 nm; active compounds read high. AID 1776; in the data active means fluorescence above about 89;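 further: glutathione beads carrying GST-tagged Bcl family fusion proteins plus one bare bead set; values are compound well signal with DMSO vehicle wells as background; inactives centre near 16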
# Bcl-2 Bim block – disrupts Bim peptide binding to human Bcl-2. Bead-based flow cytometry, Bim peptide-Bcl-2 binding. inhibition, % at 10 µM. 190,000 compounds, 0.06% hits. AID 950; in the data active means inhibition above about 40%; inconclusive means no clear call, values can overlap the other calls;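 further: 0% = no compound wells with probe peptide and 100% = reference peptide inhibitor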
# Target sequence (P10415 whole entry, looked up): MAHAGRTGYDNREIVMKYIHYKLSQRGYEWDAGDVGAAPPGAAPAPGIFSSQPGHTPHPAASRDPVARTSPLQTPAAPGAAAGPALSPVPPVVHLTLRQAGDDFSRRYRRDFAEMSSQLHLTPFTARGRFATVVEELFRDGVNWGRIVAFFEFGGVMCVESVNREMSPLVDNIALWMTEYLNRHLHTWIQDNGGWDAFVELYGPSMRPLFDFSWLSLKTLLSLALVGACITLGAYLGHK
# Mcl1 Bid PPI – Mcl-1/Bid interaction inhibition; TR-FRET Mcl-1/Bid-Dy647 peptide binding, 1536-well; Q07820; 220,000 compounds, 0.97% hits; AID 1021; inhibition, % at 21.7 µM;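 active means compounds that cut the binding signal by more than half at the single screening dose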;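 further: His-tagged Mcl-1 with europium anti-His antibody binding Bid BH3 peptide; 0% = Mcl-1 plus peptide wells and 100% = peptide-only wells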
# Target sequence (Q07820 whole entry, looked up): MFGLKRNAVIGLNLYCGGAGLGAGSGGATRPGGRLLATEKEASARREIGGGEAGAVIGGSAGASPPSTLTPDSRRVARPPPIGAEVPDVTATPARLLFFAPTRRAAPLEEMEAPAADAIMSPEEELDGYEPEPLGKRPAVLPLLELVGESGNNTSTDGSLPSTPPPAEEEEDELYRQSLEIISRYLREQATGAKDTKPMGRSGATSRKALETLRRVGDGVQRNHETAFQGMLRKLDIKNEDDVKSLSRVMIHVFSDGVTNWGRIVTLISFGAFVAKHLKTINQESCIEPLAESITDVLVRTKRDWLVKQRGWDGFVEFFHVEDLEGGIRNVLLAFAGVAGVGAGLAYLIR
# Bcl-XL Bim block – disrupts Bim peptide binding to human Bcl-XL; inhibition, % at 10 µM; bead flow cytometry, fluorescence; 190,000 compounds, 0.04% hits; Q07817
# Target sequence (Q07817 whole entry, looked up): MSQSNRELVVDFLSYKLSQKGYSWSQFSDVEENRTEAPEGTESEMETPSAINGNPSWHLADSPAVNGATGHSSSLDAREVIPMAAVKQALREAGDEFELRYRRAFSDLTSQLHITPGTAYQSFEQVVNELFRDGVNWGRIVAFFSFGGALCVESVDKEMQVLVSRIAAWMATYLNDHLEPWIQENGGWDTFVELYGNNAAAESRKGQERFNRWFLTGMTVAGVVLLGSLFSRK
# Mcl-1 Bim block – inhibitors of Bim-Mcl-1 interaction, human | Bead-based flow cytometry, Bim peptide-Mcl-1 binding | AID 1009 | Q07820 | inhibition, % at 10 µM | 190,000 compounds, 0.1% hits;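 further: 0% = no compound tracer wells and 100% = peptide blocker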
# Bcl-W Bim block – disrupts Bim peptide binding to human Bcl-W. Q92843. bead-based flow cytometry. inhibition, % at 10 µM. 190,000 compounds, 0.02% hits. AID 952;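 further: 0% = bound tracer without compound and 100% = peptide blocker; higher means less fluorescent Bim peptide bound to Bcl-W beads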
# Target sequence (Q92843 whole entry, looked up): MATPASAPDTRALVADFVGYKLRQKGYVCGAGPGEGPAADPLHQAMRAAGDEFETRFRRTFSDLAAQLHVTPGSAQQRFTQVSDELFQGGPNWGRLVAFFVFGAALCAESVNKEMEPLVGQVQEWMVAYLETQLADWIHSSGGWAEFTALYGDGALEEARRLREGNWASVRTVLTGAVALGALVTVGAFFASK
# RGS4-Gao reg – modulates binding of RGS4 to human Galphao | P09471 | Multiplexed bead flow cytometry; actives lie on both sides | binding response (% of control), % at 10 µM | 220,000 compounds, 0.33% hits | AID 1415; in the data active means binding response below about 49% or above about 150%; inactive means in between;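 further: fluorescent Galphao activated with aluminum fluoride binding bead-coupled RGS4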
# RGS8-Gao – regulators of human RGS8-Galphao interaction. P09471. multiplexed bead flow cytometry, RGS8-Galphao binding; actives lie on both sides. response (percent of control binding), % at 10 µM. 220,000 compounds, 0.34% hits. AID 1423; in the data active means response below about 60% or above about 140%; inactive means in between;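 further: Galphao activated as the GDP aluminium fluoride complex binding bead-coupled RGS8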
# Bim-Bcl-B – human Bim-Bcl-B interaction inhibition | inhibition, % at 10 µM | 190,000 compounds, 0.073% hits | bead-based flow cytometry, Bim peptide-Bcl-B binding;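 further: 0% = tracer peptide without compound and 100% = reference inhibitor peptide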
# * marks the source's active call; other numbers are inactive results; ? = inconclusive. Unless noted, no stated cut-off is given here; in the data, active means inhibition above about 40%.
SMILES,RGS7-Gao reg,Bim-Bfl-1,GSH fluor,Bcl-2 Bim block,Mcl1 Bid PPI,Bcl-XL Bim block,Mcl-1 Bim block,Bcl-W Bim block,RGS4-Gao reg,RGS8-Gao,Bim-Bcl-B
CSc1cccc(NC(=S)N(CCCN2CCCC2)Cc2cccn2Cc2ccc(Cl)cc2)c1,103,-2,14,0,-27,-1,-5,-5,105,101,-8
Cc1c(N2C(=O)/C(=C/c3ccccc3)SC2=S)c(=O)n(-c2ccccc2)n1C,100,-8,10,-7,-5,-3,2,-1,103,104,-6
CCCCOc1ccc(S(=O)(=O)N2CCCCCC2)cc1,102,0,11,-1,5,-2,0,0,102,101,0
COc1ccccc1CCN=C(N)NS(=O)(=O)c1ccccc1,92,-6,23,-3,-15,-3,0,0,98,100,-2
Cc1cc(C=O)c(C)n1-c1sc2c(c1C(=O)O)CCCC2,105,2,8,-1,-86,-3,-4,-3,100,103,-4
CCOc1ccccc1N1CC(C(=O)NCCc2ccc(S(N)(=O)=O)cc2)CC1=O (stereo not drawn),100,0,17,0,2,-4,0,0,102,101,0
CC(C)c1ccccc1OCCNC(=O)c1cccnc1,105,-1,13,1,-17,0,1,0,114,103,-1
CNc1cccccc1=S,86,29,11,11,-93,6,0,18,70,79,8
O=C(NNS(=O)(=O)c1cccc(Cl)c1Cl)c1cccc(S(=O)(=O)N2CCOCC2)c1,99,-14,18,-7,-18,-6,10,-4,101,100,-6
CCn1c2ccccc2c2nnc(SCC(=O)NC(CC(C)C)C(=O)OC)nc21 (stereo not drawn),108,-8,6,-1,-15,-1,5,1,103,103,-3
O=C(CNC(=O)c1cccs1)NCC(=O)OCc1ccccc1Cl,99,-2,33,0,0,-3,-4,0,99,99,0
O=C(Cc1nc2ccccc2[nH]c1=O)c1ccccc1,?,-9,15,-8,-15,-4,-1,-4,97,101,-6
CCOC(=O)c1[nH]c2ccccc2c1NC(=O)C(C)(C)C,110,-9,23,-9,-1,-7,-2,-3,111,112,-7
O=c1nc2n(c3c1oc1ccccc13)Cc1ccccc1-2,99,0,20,3,-12,11,2,5,96,100,10
Nc1nnnn1/N=C/c1ccco1,100,-1,18,0,-22,0,-2,0,98,101,-1
Cc1ccc(-n2nnnc2SCC(=O)NNC(=O)c2ccc([N+](=O)[O-])cc2)cc1,97,-5,15,-2,-56,-7,0,-2,103,100,-3
CCCCc1nn(-c2cc(Cl)ccc2OC)c2c1C(=O)CCC2,102,-9,21,-6,2,-2,1,1,104,104,-5
Cc1ccsc1C(C(=O)NC(C)(C)C)N(C(=O)c1csnn1)c1ccccc1 (stereo not drawn),95,-4,9,-4,-10,-11,-27,-9,100,102,-4
CSc1ccc(S(=O)(=O)NC2CCCCCC2)cc1,102,-3,14,-3,-21,-3,-3,0,104,104,-7
COC(=O)CSc1nnc(-c2ccco2)n1-c1ccc(C)cc1,95,-9,42,-5,9,5,11,3,94,98,-5
CN(C)c1ccc(C(c2nnnn2C(C)(C)C)N2CCc3ccccc3C2)cc1 (stereo not drawn),92,-12,14,-3,-10,-10,0,-4,91,94,-8
CCS(=O)(=O)N1CCN(c2nc(-c3ccccc3)cs2)CC1,99,-13,35,-10,-31,-5,-5,-3,101,101,-13
O=C(CNS(=O)(=O)c1ccccc1)OCC(=O)c1ccc([N+](=O)[O-])cc1,108,3,11,1,-70,-4,0,0,96,96,-13
CSc1nnc(NC(=O)CCc2ccccc2)s1,101,0,26,-2,-10,0,-1,3,102,104,-7
Cc1nn(C)c(C(=O)N2CCN(C(=O)c3ccco3)CC2)c1Br,101,7,8,9,6,4,2,3,107,126,-4

# Going on with the list:
SMILES,RGS7-Gao reg,Bim-Bfl-1,GSH fluor,Bcl-2 Bim block,Mcl1 Bid PPI,Bcl-XL Bim block,Mcl-1 Bim block,Bcl-W Bim block,RGS4-Gao reg,RGS8-Gao,Bim-Bcl-B
CCN(CC)P(=O)(Nc1cccc(C(F)(F)F)c1)c1ccc(N(C)C)cc1NC(=O)c1ccco1 (stereo not drawn),?,-2,10,0,-54,3,0,2,97,100,0
Nc1nn(S(=O)(=O)c2ccccc2)cc1-c1ccc([N+](=O)[O-])cc1,101,7,7,5,-19,-5,-5,-1,99,102,12
COc1ccc(N2C(=O)NC(NC(=O)c3ccncc3)(C(F)(F)F)C2=O)cc1 (stereo not drawn),102,-8,10,-3,-4,1,0,-1,95,98,-9
O=C(Nc1ccc(Oc2ccc(C(F)(F)F)cn2)c(Cl)c1)C1CC1,99,-4,10,-1,-6,1,1,0,100,98,0
COc1ccc(C)cc1S(=O)(=O)N(C)CC(=O)N1CCN(c2ccccc2)CC1,90,-6,14,-1,-14,-2,0,-1,93,98,-6
CC(C)CCNC(=O)C(=O)Nc1ccccc1,100,-3,14,0,-11,-6,-2,-3,98,101,-4
Cc1sc(NC(=O)c2ccc(Br)s2)c(C(N)=O)c1C,91,-8,9,-10,50,0,0,3,96,97,-5
O=C1CC(c2ccc(F)cc2)Sc2nc(-c3ccccc3)c(-c3ccccc3)n21 (stereo not drawn),94,-2,26,-4,1,-5,-4,-6,76,89,-3
COc1cc(CNC(=O)CCCC/C=C\C(C)C)ccc1O,101,-2,67,0,-2,-1,-2,-1,99,104,0
O=C(CSc1nnc(-c2cc3ccccc3cc2O)n1Cc1ccco1)N1CCc2ccccc2C1,99,6,23,2,4,-8,-6,-2,102,100,-7
C=CCNC(=O)C1CC(=O)N(c2ccc(OCC(=O)Nc3ccc(C)cc3)cc2)C1 (stereo not drawn),99,0,7,1,-1,2,3,1,101,101,1
COc1ccc(-c2cn3c(C)c(C(=O)N4CCN(c5ccc(F)cc5)CC4)sc3n2)cc1,97,-7,15,0,-14,-4,0,-2,92,98,-6
Cc1cccc(OCC(=O)NC(C)C(=O)N/N=C/c2c(OCc3ccccc3)ccc3ccccc23)c1 (stereo not drawn),94,-7,8,-2,-16,-1,1,8,96,99,-1
Cc1nn(C(C)C)c(C)c1CN1CCN(Cc2ccsc2)C(CCO)C1 (stereo not drawn),100,-5,11,-6,-8,-5,-1,0,101,98,-5
CCCCS/C(N)=N/N=C/c1cc(C)ccc1O,98,20,8,-4,-11,-2,-6,1,99,100,-37
CC(C)Nc1nc(NC(C)C)nc(N(C)C(N)=O)n1,103,-1,10,-2,-16,-2,1,-4,102,104,1
CCC(=O)NC(=S)Nc1ccc(-c2nc3ccc(C)cc3s2)cc1,104,-13,20,-1,3,-10,-3,-7,103,102,-12
COC(=O)C1=C(C)N(C)C(=O)NC1c1cc2c(cc1[N+](=O)[O-])OCO2 (stereo not drawn),97,0,18,0,-23,1,0,1,96,101,-15
C[C@](N)(Cc1ccc(O)c(O)c1)C(=O)O,94,-1,21,1,-22,1,5,0,94,97,-5
CCOc1ccc(NC(=O)c2ccc(CSc3nnc(C)s3)cc2)cc1,96,-5,10,-2,-41,-3,-3,0,99,103,-5
Cc1cccc(C)c1Nc1nnc(SCc2cc([N+](=O)[O-])cc3c2OCOC3)s1,99,-19,24,-12,-3,-8,-5,-6,101,103,-11
CCCCCc1ccc(OCCOCCn2c[n+](C)c3ccccc32)c(CCCCC)c1,106,-4,12,-5,11,-3,-4,-4,107,103,-10
CSc1ccccc1NC(=O)c1cnc2n(c1=O)CCS2,95,-1,20,-6,-23,-5,-1,0,96,98,-4
COC(=O)c1ccc(-c2ccco2)n1Cc1cccc(C)c1,99,-8,50,-5,-12,2,-1,-1,96,101,-11
CC(=O)c1n[nH]nc1NC(=O)c1ccccc1,93,-1,11,0,-24,0,0,1,89,96,1

# One compound at a time, from the list above. Values in the order: RGS7-Gao reg	Bim-Bfl-1	GSH fluor	Bcl-2 Bim block	Mcl1 Bid PPI	Bcl-XL Bim block	Mcl-1 Bim block	Bcl-W Bim block	RGS4-Gao reg	RGS8-Gao	Bim-Bcl-B
# COc1cc(CNC(=O)CCCC/C=C\C(C)C)ccc1O reads 101	-2	67	0	-2	-1	-2	-1	99	104	0
# COc1ccc(C)cc1S(=O)(=O)N(C)CC(=O)N1CCN(c2ccccc2)CC1 reads 90	-6	14	-1	-14	-2	0	-1	93	98	-6
# Cc1cccc(C)c1Nc1nnc(SCc2cc([N+](=O)[O-])cc3c2OCOC3)s1 reads 99	-19	24	-12	-3	-8	-5	-6	101	103	-11
# CSc1ccccc1NC(=O)c1cnc2n(c1=O)CCS2 reads 95	-1	20	-6	-23	-5	-1	0	96	98	-4
# CCCCCc1ccc(OCCOCCn2c[n+](C)c3ccccc32)c(CCCCC)c1 reads 106	-4	12	-5	11	-3	-4	-4	107	103	-10

# (continued)
SMILES,RGS7-Gao reg,Bim-Bfl-1,GSH fluor,Bcl-2 Bim block,Mcl1 Bid PPI,Bcl-XL Bim block,Mcl-1 Bim block,Bcl-W Bim block,RGS4-Gao reg,RGS8-Gao,Bim-Bcl-B
Cc1ccc(NC(=O)Cn2c(-c3ccc(F)cc3)cnc2SCC(=O)Nc2c(C)cccc2C)cc1,103,-16,16,-10,-10,-7,-4,-5,102,104,-8
CCOC(=O)Cc1nnc(NC(=O)CSc2ccc(C)cc2)s1,97,-4,10,0,-7,0,2,2,95,101,-1
CCCn1c(=C(C#N)C#N)s/c(=C2\C=Cc3ccccc3N2CC)c1=O,97,-5,55,-1,-26,-1,1,-1,98,100,1
CCCCCC(=O)NC(NC(=S)Nc1ccc(S(N)(=O)=O)cc1)C(Cl)(Cl)Cl (stereo not drawn),102,0,13,-3,-20,-5,-1,-1,100,103,-4
O=C(CSc1nnc(-c2ccccc2)o1)NC1CCCCC1,102,-8,33,-7,-12,-1,2,1,103,105,-4
COc1ccc(CNC(=O)C2CSC(=O)C2)cc1 (stereo not drawn),103,-3,18,-13,-1,-6,-4,-3,103,103,-7
O=C(NCc1ccc[n+](CCCCS(=O)(=O)[O-])c1)c1ccc(OC(F)F)cc1,?,-6,16,-4,-10,-2,7,-3,101,101,-5
CNc1nc(SCc2ccc(C)cc2)nc2c1CCCC2,108,-5,14,-5,-27,-4,-5,-2,107,118,-2
Cc1ccc(/C(COc2ccccc2O)=N\O)cc1,95,-15,12,-9,-1,-6,-1,-3,100,99,-11
O=C(CN(Cc1ccco1)C(=O)CCC(=O)Nc1ccccn1)NCCc1ccccc1,100,-3,13,0,-22,0,0,0,95,101,0
Cc1cccc(NC(=O)/C(C#N)=C\c2cc(C)n(-c3ccc(C(=O)O)cc3)c2C)c1,94,-5,13,1,-17,-4,0,-2,81,85,-3
c1ccc(C2c3c(ccc4ccccc34)Oc3ncn4nc(-c5ccco5)nc4c32)cc1 (stereo not drawn),100,-8,17,-6,-41,-13,-6,-8,103,103,-13
Cc1ccc(NC(=O)CN(C)C(=O)CSc2ncc(C(F)(F)F)cc2Cl)cc1,96,0,6,0,-8,-2,0,-1,99,101,-2
COCCn1c(SCC(=O)NCc2ccco2)nc2cccnc21,96,-12,13,-7,-8,-6,-2,0,100,100,-6
Cc1onc(-c2ccccc2)c1C(=O)N(Cc1ccco1)Cc1cccs1,100,-3,25,-1,-19,0,-1,0,103,102,0
CCOC(=O)CC1COc2ccccc2N1C(=O)c1ccc(F)cc1 (stereo not drawn),94,-2,12,-2,-3,0,1,1,97,100,0
CC(C)c1ccc(Nc2nnc(SC3CCOC3=O)s2)cc1 (stereo not drawn),100,4,12,-8,-20,-3,-1,-2,99,99,-4
CC(=O)Nc1ccc(OCC(=O)NC(C)C(C)C)cc1 (stereo not drawn),94,-20,26,-14,-47,-12,-8,-7,98,99,-12
CN1CCCC(C(=O)C(C#N)c2ccccc2)C1 (stereo not drawn),102,-2,30,0,-17,-1,-2,-3,102,104,-4
COc1ccc(C(=O)NC(=S)NC(C)(C)C)cc1Br,98,-18,24,-10,-31,-8,-3,-1,100,100,-12

# Compound activity from PubChem.
